IEC-6 tox = kills IEC-6 intestinal cells in KLF5 counter-screen; IEC-6 cytotoxicity, luminescence viability; inhibition, % at 5 µM; 0.78% of 290,000 active; in the data active means inhibition above about 22%;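 further: 0% = plate median of test compound wells and 100% = cytotoxic reference compound wells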
HSF1 inhib = HSF1 inhibition | NIH3T3-HGL HSE-luciferase, MG132-induced, luminescence 8 h; hits give low values | activity change, negative = inhibition, % at 7.5 µM (by protocol) | 0.77% of 300,000 active | AID 2098;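 active means more than half of replicate wells show activity change below -50%, luminescence cut by over half; inconclusive means some wells, but at most half, below -50%; inactive means no replicate well below -50%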;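 further: luciferase reports HSF-1 transcriptional activity via heat shock element; 0% = median of DMSO wells and -100% = zero luminescence signal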
HSF1 activator = increases HSF-1 driven luciferase reporter signal; NIH3T3-HGL HSF-1 luciferase reporter, MG132, 8 h; 100% = twice DMSO control signal; activation, % at 9 µM; 1.7% of 300,000 active; AID 504408;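 active means mean replicate activation of at least 50% with a set share of replicates each reaching 50%; inconclusive means only one of those two conditions met; inactive means mean below 50% and too few replicates reaching it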;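 further: 0% = median of the neutral control wells and 100% = twice that signal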
aSyn UTR inh = MLPCN primary screen, SNCA 5' untranslated region. alpha-synuclein 5'UTR reporter, inhibitor activity. inhibition, % (tested at 7.5 µM). 0.82% of 300,000 active; in the data active means inhibition above about 60%; inconclusive means no clear call, values can overlap the other calls;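 further: H4 neuroglioblastoma cells stably carrying SNCA 5'UTR luciferase fusion; 0% = DMSO wells and 100% = positive control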
GSK3 alpha inh = human GSK-3 alpha kinase inhibition; P49840; ADP-Glo luminescence, 60 min; inhibition, % at 10 µM; 0.1% of 320,000 active;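 in the data active means inhibition above about 50%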;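 further: GST-tagged GSK-3 alpha with peptide substrate and 25 µM ATP; 0% = DMSO neutral wells and 100% = GW8510 positive control wells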
Target sequence (P49840 whole entry, looked up): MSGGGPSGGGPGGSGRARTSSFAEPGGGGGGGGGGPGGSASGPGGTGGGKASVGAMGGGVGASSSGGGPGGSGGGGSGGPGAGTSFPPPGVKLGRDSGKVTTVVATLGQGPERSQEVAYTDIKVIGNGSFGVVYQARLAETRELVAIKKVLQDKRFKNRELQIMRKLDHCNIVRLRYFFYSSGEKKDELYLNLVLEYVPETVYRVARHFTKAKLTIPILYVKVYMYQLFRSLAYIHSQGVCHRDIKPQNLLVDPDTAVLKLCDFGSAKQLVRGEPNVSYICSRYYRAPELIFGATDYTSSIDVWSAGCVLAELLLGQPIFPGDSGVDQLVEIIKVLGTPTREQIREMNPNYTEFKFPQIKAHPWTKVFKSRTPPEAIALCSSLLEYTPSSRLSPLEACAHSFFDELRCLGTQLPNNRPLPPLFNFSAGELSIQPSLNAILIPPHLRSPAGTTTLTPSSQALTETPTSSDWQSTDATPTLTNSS
AI-2 QS modul = modulators of Vibrio harveyi AI-2 quorum sensing system; AID 2094; 0.4% of 300,000 active; activity change, % at 7.5 µM; Vibrio harveyi JMH597 AI-2 luminescence/OD600 ratio, 9 h; hits give low values; strain lacks LuxN and CqsS sensors; 0 = neutral-control median; in the data active means activity change below about -75%, passing the limit was not always enough; inconclusive means no clear call, values can overlap the other calls;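 further: luminescence divided by OD600 gain over 9 h not by final OD600 alone; inactives centre near 13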
HSP90 inh = inhibitors of HSP90 luciferase refolding in rabbit reticulocyte lysate | luciferase refolding luminescence, 3 h | inhibition, % at 5.6 µM | 0.91% of 290,000 active | AID 1789;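 active means inhibition above the screen-wide mean plus 3 SD, computed separately per campaign, cut at about 16% in these data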;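 further: 0% = DMSO wells and 100% = 60 µM geldanamycin wells; inhibitors lower the luminescence because luciferase stays unfolded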
GSK3beta inhib = blocks human GSK3beta kinase activity; P49841; GST-GSK3beta kinase, ADP-Glo luminescence, 60 min; hits give low values; activity score (negative = inhibition), % at 10 µM; 0.038% of 300,000 active;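 active means more than half of replicate wells score below -50%, meaning over 50% inhibition versus plate controls; inconclusive means some replicates but at most half score below -50%; inactive means no replicate scores below -50%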;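 further: 0% = median DMSO wells and -100% = median GW8510 positive control wells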
Target sequence (P49841 whole entry, looked up): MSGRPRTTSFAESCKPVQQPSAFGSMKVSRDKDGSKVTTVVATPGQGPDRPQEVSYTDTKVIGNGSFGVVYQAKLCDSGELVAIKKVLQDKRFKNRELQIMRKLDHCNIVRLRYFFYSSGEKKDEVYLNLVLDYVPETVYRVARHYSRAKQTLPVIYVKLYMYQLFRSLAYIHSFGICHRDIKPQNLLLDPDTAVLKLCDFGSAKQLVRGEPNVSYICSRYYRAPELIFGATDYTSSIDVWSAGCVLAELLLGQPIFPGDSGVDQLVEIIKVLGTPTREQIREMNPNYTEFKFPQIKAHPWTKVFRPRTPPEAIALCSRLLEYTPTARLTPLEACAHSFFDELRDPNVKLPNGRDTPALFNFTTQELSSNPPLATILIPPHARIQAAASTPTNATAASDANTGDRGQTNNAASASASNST
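Test system: GST-fused GSK3beta enzyme, cell-free | Quantity: 1.6 ng GST-GSK3beta enzyme per well | Reagent: 25 µM ATP with peptide substrate | Schedule: 60 min enzyme reaction, room temperature | Signal: Luminescent ADP-Glo measurement of ADP formed | Read-out basis: Score relative to plate controls | Control set: DMSO and 20 µM GW8510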
HIF act = HIF pathway transcriptional activation; U2OS HRE-luciferase reporter, luminescence; normalized: DMSO 0%, desferrioxamine 100%; activation, % at 7.5 µM (by protocol); 0.32% of 300,000 active; AID 1910;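 active means mean activation of at least 10% of the iron chelator positive control signal, with at least half of replicates also reaching 10%; inconclusive means mean and replicate majority disagree about reaching 10%; inactive means mean and most replicates under 10%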
KLF5 inh = inhibitors of KLF5 expression. inhibition, % at 5 µM. DLD-1 KLF5 promoter-luciferase reporter, luminescence. AID 1700. 0.23% of 290,000 active;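 active means inhibition above a per-plate limit of that plate's mean compound inhibition plus 3 SD, cut at about 60% in these data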;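 further: 0% = DMSO wells and 100% = LY294002 at 200 µM; higher means less KLF5 promoter-driven luciferase light; inactives centre near -14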
The depositor's hits bear a star; u = inconclusive; x = not tested or not shown.

SMILES | IEC-6 tox | HSF1 inhib | HSF1 activator | aSyn UTR inh | GSK3 alpha inh | AI-2 QS modul | HSP90 inh | GSK3beta inhib | HIF act | KLF5 inh
Cc1ncc(N=Nc2ccc(F)cc2)c(-c2ccc(Cl)cc2)n1 | -6 | -6 | -12 | 15 | 0 | 15 | 0 | 4 | 0.0 | -26
O=c1cc(N2CCOCC2)[nH]c(=O)n1-c1ccc(Cl)cc1 | 5 | -9 | 3 | -14 | -2 | 12 | 2 | 1 | 0.2 | -28
CCCc1[nH]nc2c1C(c1ccc(OCCN3CCOCC3)c(OC)c1)C(C#N)=C(N)O2 (stereo unspecified) | 1 | 3 | -7 | -11 | -1 | 11 | 7 | -1 | 2.1 | -23
CCOC(=O)C(=CNc1cc(C)ccc1-n1cccc1)C(=O)OCC | -1 | -11 | -8 | -28 | 1 | 16 | -5 | 3 | 0.6 | -19
CN(C(=O)c1ccc(S(=O)(=O)N2CCOCC2)cc1)C1CCS(=O)(=O)C1 (stereo unspecified) | x | -12 | -26 | 2 | -1 | 6 | x | 2 | -0.1 | x
Cc1csc(NC(=O)c2cccc([N+](=O)[O-])c2C(=O)O)n1 | -3 | 4 | 9 | 12 | -1 | 3 | 1 | -1 | -0.2 | -22
COc1ccccc1CNC(=O)CSc1nn2c(=O)c(C(C)(C)C)nnc2s1 | -6 | x | x | -7 | -2 | 31 | 4 | 0 | -0.2 | 4
COc1cccc(/C=C2\SC(=S)N(C(Cc3ccccc3)C(=O)O)C2=O)c1 (stereo unspecified) | -2 | 2 | -11 | 12 | -19 | 44 | 0 | 1 | 0.2 | 13
Cc1ncc2c(n1)-c1cc(F)ccc1SC2 | -6 | 0 | 34 | -3 | -1 | 16 | -6 | 0 | -1.4 | -42
CCOC(=O)CC1COCCN1C(=O)CCc1nnc(-c2ccsc2)o1 (stereo unspecified) | -4 | 5 | 24 | -20 | 1 | 18 | 2 | -1 | -0.1 | -28
Cc1cc(C(F)(F)F)nc(CCNCc2c(C(=O)N3CCCC3)nc3ccccn23)n1 | 9 | 0 | 4 | 5 | 0 | 22 | 6 | -4 | -0.2 | 8
O=C(Cn1ncc2c(=O)oc3ccccc3c21)NCCC1=CCCCC1 | 0 | 13 | 27 | 5 | 1 | 18 | -1 | -1 | -40 | 5
Cc1ccc(C(CNC(=O)C(=O)Nc2ccc3c(c2)OCCO3)N2CCN(C)CC2)cc1 (stereo unspecified) | x | -9 | -6 | -6 | 1 | 18 | x | 0 | -0.3 | x
CC(C)(C)Nc1nc(Oc2ccc(=O)n(-c3ccccc3)n2)nc(N2CCOCC2)n1 | -3 | x | x | 28 | -1 | 16 | 2 | 0 | -0.2 | -23
CCc1c(C)c2c(C)[nH]nc2oc1=O | -4 | -3 | 14 | -1 | 1 | 16 | -2 | -1 | -0.4 | -18
Cc1ccc(C(=O)NCCc2csc(C)n2)cc1 | 2 | 13 | 30 | -81 | -3 | -4 | -1 | 1 | 2.1 | -91
COc1ccc(C2CC(c3cccs3)=NN2C(=O)CSc2nc(=O)n3cc(C)ccc3n2)cc1 (stereo unspecified) | x | 14 | 26 | -20 | -3 | 17 | x | 1 | u | x
COc1ccc(CCNC(=O)C2CCCN(S(=O)(=O)c3cccc4nonc34)C2)cc1OC (stereo unspecified) | -2 | 1 | 25 | 7 | 2 | 9 | 0 | 1 | -0.4 | 0
Cn1c(-c2ccc(Br)cc2)cnc1NCc1ccc(C#N)cc1 | 7 | -5 | -7 | 16 | -1 | -15 | 5 | -1 | 1.3 | -5
CCCc1nnc(NC(=O)CCC(=O)NC2CCCC2)s1 | -2 | -11 | -20 | 13 | 5 | 24 | -5 | 2 | -0.4 | -14
COc1ccc(N2CCN(S(=O)(=O)CCNC(=O)/C=C/c3ccccc3)CC2)cc1 | x | -1 | -5 | -7 | 2 | 7 | x | -5 | 1.4 | x
CCCN(CC1CC1)C(=O)Nc1ccccc1C | -1 | -8 | -20 | 5 | 1 | 26 | 0 | 3 | -0.3 | -11
CC1C(=O)Nc2ccccc2N1C(=O)c1ccc(Cl)cc1 (stereo unspecified) | -11 | -1 | 40 | 12 | 1 | 12 | -1 | 2 | -2.4 | -13
COCCn1c(C)cc(C(=O)COC(=O)c2cncc(Br)c2)c1C | -2 | 11 | 16 | -121 | x | 14 | -2 | 0 | 1.2 | 26
O=C(NCCN1CCCC1)c1cc(-c2ccncc2)nc2ccc(S(=O)(=O)N3CCOCC3)cc12 | 4 | -7 | -5 | -17 | -1 | 6 | 3 | -2 | -2.6 | -17
O=C(NNS(=O)(=O)c1ccc(F)cc1)c1ccccc1F | -2 | -1 | -4 | -4 | 0 | 17 | -2 | -7 | -1.5 | -39
CC(OC(=O)c1ccncc1)C(=O)NC1CCCC1 (stereo unspecified) | 2 | 2 | -16 | -1 | 0 | 10 | 1 | 0 | -1.0 | 1
CC(C)C(C(=O)NCC1CCCO1)N(Cc1cccs1)C(=O)CNS(=O)(=O)c1ccccc1 (stereo unspecified) | -4 | -4 | 14 | -4 | -2 | 9 | -4 | 0 | -0.1 | -31
COc1ccnc(Oc2ccc(Cl)cc2)c1C#N | 10 | 9 | 15 | 17 | -3 | -3 | 1 | 3 | 0.2 | 1
CCCN1CCN(C(=O)CCCNC(=O)c2ccc(Cl)cc2)CC1 | -3 | 11 | -9 | 12 | 0 | 8 | -3 | 1 | -13 | -14

Reprinted at random: 2 compounds from above
SMILES | IEC-6 tox | HSF1 inhib | HSF1 activator | aSyn UTR inh | GSK3 alpha inh | AI-2 QS modul | HSP90 inh | GSK3beta inhib | HIF act | KLF5 inh
CCCN1CCN(C(=O)CCCNC(=O)c2ccc(Cl)cc2)CC1 | -3 | 11 | -9 | 12 | 0 | 8 | -3 | 1 | -13 | -14
COCCn1c(C)cc(C(=O)COC(=O)c2cncc(Br)c2)c1C | -2 | 11 | 16 | -121 | x | 14 | -2 | 0 | 1.2 | 26

Other structures:
SMILES | IEC-6 tox | HSF1 inhib | HSF1 activator | aSyn UTR inh | GSK3 alpha inh | AI-2 QS modul | HSP90 inh | GSK3beta inhib | HIF act | KLF5 inh
O=C(COC(=O)[C@@H]1CCCN1S(=O)(=O)c1ccc(Cl)cc1)NCC(F)(F)F | 0 | -13 | -6 | u | -2 | 26 | -4 | -1 | 0.1 | -23
N#C/C(=C/c1cccc(C(F)(F)F)c1)c1nc(CCN2C(=O)c3ccccc3C2=O)cs1 | -14 | -59* | -65 | 21 | -1 | 25 | -4 | 3 | 0.1 | -36
COc1cccc(CN2CCCN(S(=O)(=O)c3ccc(Br)cc3)CC2)c1 | 0 | 1 | 10 | 8 | 1 | 31 | 2 | 1 | 2.3 | -23
O=C1C2C3C=CC(C3)C2C(=O)N1c1nc2ccccc2s1 (stereo unspecified) | -4 | -4 | 2 | 15 | -1 | 12 | 2 | 1 | -0.2 | -36
Cc1cc(C)c2c(CN3CCC(C)CC3)cc(=O)oc2c1C | 0 | 12 | 30 | -1 | 1 | 16 | -1 | 3 | -15 | -18
CC(=O)n1nc(-c2ccccc2)cc1-c1ccccc1 | x | 25 | 29 | -133 | -3 | 9 | x | 1 | 2.2 | x
Nn1c(SCC(=O)N2CCc3ccccc3C2)nnc1-c1cccs1 | -8 | 0 | 10 | 13 | -2 | -3 | 1 | 1 | 0.1 | -29
Cc1cccc2sc(NC(=O)[C@H](C)N3C(=O)C4CC=CCC4C3=O)nc12 (stereo partly specified) | -7 | -56* | -68 | -6 | -3 | 26 | 5 | 2 | 0.8 | -13
COCCCNC(=O)c1ccc2nc3ccccc3c(=O)n2c1 | -2 | x | x | x | -2 | 18 | -2 | 3 | x | -11
COc1cc(OC)cc(C(=O)Nc2ccc3nc4n(c(=O)c3c2)CCCC4)c1 | 2 | 13 | 29 | -120 | -4 | -7 | 5 | 2 | 2.8 | -100
COc1cc(-c2nc3cnccn3c2Nc2ccc(C(C)C)cc2)ccc1O | 2 | -44 | -52 | -1 | -3 | 12 | 16 | 2 | -0.9 | 13
O=C(NCC1CCCO1)c1cccc(C(=O)NCC2CCCO2)c1 (stereo unspecified) | -5 | -3 | -2 | -12 | -1 | 16 | -2 | 0 | -1.3 | -8
Cc1cc(Nc2c(C#N)c(N)nn2C)ccc1F | 5 | 3 | 4 | 2 | -5 | 2 | 1 | -4 | -0.3 | -20
Cc1nc2sc(C(c3ccco3)N3CCN(c4ccc(F)cc4)CC3)c(O)n2n1 (stereo unspecified) | 0 | -8 | -5 | 3 | -1 | 23 | -1 | 1 | 0.2 | -16
O=C(CSc1nc2[nH]ncc2c(=O)[nH]1)Nc1ccccc1F | x | 5 | 8 | 7 | -1 | 5 | x | -3 | 0.2 | x
CCn1cc(NC(=O)CCl)c(C)n1 | 6 | 15 | 29 | -104 | -2 | 18 | 5 | 0 | 0.7 | -6
Cc1nc2c(=O)n(-c3cccc(C(F)(F)F)c3)nc(C)c2s1 | -2 | -2 | -6 | -19 | -1 | 31 | -1 | 3 | 0.3 | -21
CS(=O)(=O)N(CC(=O)N1CCN(C(c2ccccc2)c2ccccc2)CC1)C1CCCCC1 | -3 | -3 | 9 | 4 | 1 | -2 | 3 | 0 | 0.0 | -18
COc1ccccc1C(=O)n1nc(-c2cccnc2)nc1NCc1ccccc1 | 4 | 1 | 25 | 3 | x | 16 | -5 | -3 | -0.5 | -18
CC(=O)c1ccc(N2CCN(CC(O)c3ccccc3)CC2)cc1 (stereo unspecified) | 3 | -9 | 1 | 3 | -2 | 10 | 0 | 1 | 0.1 | -18
COc1nc(NCCN2CCOCC2)nc(Nc2ccc([N+](=O)[O-])cc2)n1 | 3 | 6 | 5 | -47 | 3 | 23 | 5 | 5 | -0.4 | -18
CCSc1nnc(NC(=O)CSc2nnc(-c3c[nH]c4ccccc34)n2CC)s1 | 6 | 3 | -5 | -4 | -4 | 18 | 2 | 0 | 0.0 | -11
CCCC1(C(=O)OC)NC(c2ccco2)C2C(=O)N(C)C(=O)C21 (stereo unspecified) | -1 | -4 | 1 | u | 0 | 7 | -4 | 1 | -0.4 | -10
COC(=O)CC1COc2ccccc2N1C(=O)c1cccc(C(F)(F)F)c1 (stereo unspecified) | 2 | -6 | 12 | 1 | 0 | 8 | 5 | 7 | 0.9 | 1
CCC1CCCCN1CCNC(=O)CCS(=O)(=O)c1ccc(Br)cc1 (stereo unspecified) | -5 | 1 | 0 | 4 | 3 | 3 | 1 | 0 | -0.2 | 0
Cc1cccc(N2C(=O)C(Oc3ccc(Cl)cc3Cl)C2C=O)c1C (stereo unspecified) | -3 | x | x | x | -5 | x | -1 | x | x | -16
O=C(CCc1nc(-c2ccccc2Cl)no1)Nc1cccnc1 | -5 | -1 | 4 | -13 | -2 | 24 | 5 | -1 | 0.1 | -8
Cc1cccc(NC(=O)C2CC(=O)n3ncnc3N2)c1 (stereo unspecified) | -2 | 0 | 10 | -25 | -4 | -9 | 0 | -3 | 1.1 | -24
COc1cccc(-c2cc(C(=O)Nc3c(C)n(C)n(-c4ccccc4)c3=O)no2)c1 | 2 | 4 | -2 | -23 | -4 | 19 | 7 | 3 | 0.2 | -16

Compound activity from PubChem.
